Bioassay records deposited in PubChem by several laboratories.
STAT3 act: STAT3 signaling activation; U3A cells, IL-6 STAT3-luciferase reporter, luminescence; 100% = signal with IL-6 EC80 alone; activation (% of control), % at 5.6 µM; 190,000 compounds, 0.91% hits; AID 871;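 active means activation above the screen-wide mean of compound activation plus 3 SD, cut at about 130% in these data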;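 further: 0% = background luminescence of wells with medium and substrate only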
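Test system: Human STAT1-deficient U3A cells with stable STAT3-luciferase reporter | Also added: Interleukin-6, 33 ng/mL | Timing: Compound pre-incubation 1 h before IL-6, then 6 h stimulation at 37 °C | Technique: Luciferase reporter luminescence | Read-out: Percent of IL-6-only median luminescence | Benchmarks: IL-6-only wells as 100% reference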
APP 5'UTR act: activates APP 5'UTR luciferase reporter; activation, % at 2 µM; 190,000 compounds, 1% hits; AID 1276; SH-SY5Y APP 5'UTR luciferase reporter, luminescence; zero percent = DMSO vehicle wells;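 active means activation above a set limit, based on mean plus 3 SD of controls, cut at about 140% in these data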; further: values of inactives mirror those of a sister screen read the other way
STAT1 activator: activators of IFN-gamma induced STAT1 signaling; 200,000 compounds, 2.6% hits; activation (% of control), % at 5.5 µM; NIH 3T3 STAT1-luciferase reporter, luminescence; 100% = IFN-gamma alone, no compound;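 active means activation above the screen-wide mean activation plus 3 SD, cut at about 130% in these data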;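 further: raw ratio to IFN-gamma control signal so 100% means no change and 0% no light; values of inactives mirror those of a sister screen read the other way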
NF-kB expr up: compounds increasing NF-kB expression in human neuronal cells; NF-kB reporter expression; stronger effect = higher value; fold change at 12.5 µM; 190,000 compounds, 1.6% hits; AID 1239; in the data active means fold change above about 3.3
STAT1 blocker: STAT1 signaling inhibition; NIH 3T3 STAT1-luciferase reporter, IFN-gamma, luminescence; inhibition, % at 5.5 µM; 200,000 compounds, 0.35% hits;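 active means inhibition above a set limit, the mean inhibition across all tested compounds plus 3 SD, cut at about 34% in these data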;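 further: 0% = IFN-gamma with DMSO and 100% = IFN-gamma with 300 µM nifuroxazide; values of inactives mirror those of a sister screen read the other way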
TLR4 MyD88 comp: blocks binding of human TLR4 to MyD88; HeLa CL3-4 TLR4/MyD88 BLA complementation, FRET ratio; O00206+Q99836; inhibition, % at 8.4 µM; 200,000 compounds, 0.18% hits; AID 861; in the data active means inhibition above about 25%;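 further: 0% = vehicle and 100% = reference inhibitor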
Target sequence (O00206 whole entry, looked up): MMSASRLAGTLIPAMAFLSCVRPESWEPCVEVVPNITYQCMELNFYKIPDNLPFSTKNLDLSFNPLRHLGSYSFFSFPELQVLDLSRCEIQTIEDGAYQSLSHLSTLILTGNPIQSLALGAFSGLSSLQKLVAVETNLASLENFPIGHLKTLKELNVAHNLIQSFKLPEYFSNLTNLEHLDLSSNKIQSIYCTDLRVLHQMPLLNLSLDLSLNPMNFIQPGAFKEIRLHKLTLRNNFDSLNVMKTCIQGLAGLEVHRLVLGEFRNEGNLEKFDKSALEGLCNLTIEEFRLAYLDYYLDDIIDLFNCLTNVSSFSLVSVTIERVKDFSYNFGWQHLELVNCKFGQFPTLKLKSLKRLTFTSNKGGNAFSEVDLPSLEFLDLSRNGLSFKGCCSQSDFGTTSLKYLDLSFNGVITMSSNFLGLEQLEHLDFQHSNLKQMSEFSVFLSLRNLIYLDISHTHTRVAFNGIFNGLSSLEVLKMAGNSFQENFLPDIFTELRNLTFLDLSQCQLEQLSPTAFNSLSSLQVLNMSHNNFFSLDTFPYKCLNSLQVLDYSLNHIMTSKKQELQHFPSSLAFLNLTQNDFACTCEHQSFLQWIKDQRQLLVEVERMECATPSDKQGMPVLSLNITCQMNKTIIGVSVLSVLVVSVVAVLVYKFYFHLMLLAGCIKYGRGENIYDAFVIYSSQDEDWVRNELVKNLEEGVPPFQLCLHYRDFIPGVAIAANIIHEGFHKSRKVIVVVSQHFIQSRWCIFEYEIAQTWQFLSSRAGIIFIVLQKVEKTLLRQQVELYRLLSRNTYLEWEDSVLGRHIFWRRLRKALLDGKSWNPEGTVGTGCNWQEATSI
Target sequence (Q99836 whole entry, looked up): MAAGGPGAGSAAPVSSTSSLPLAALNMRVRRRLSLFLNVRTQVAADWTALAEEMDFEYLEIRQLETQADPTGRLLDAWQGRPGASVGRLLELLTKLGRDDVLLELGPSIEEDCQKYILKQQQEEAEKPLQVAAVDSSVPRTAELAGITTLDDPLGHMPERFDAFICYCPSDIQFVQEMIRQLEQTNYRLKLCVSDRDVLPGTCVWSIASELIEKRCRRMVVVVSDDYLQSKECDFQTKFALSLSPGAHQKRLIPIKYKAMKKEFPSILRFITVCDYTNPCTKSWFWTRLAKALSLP
Efa HMGR inh: E. faecalis class II HMG-CoA reductase inhibition. purified E. faecalis HMGR, NADPH absorbance 340 nm kinetic. inhibition, % at 10 µM. 190,000 compounds, 0.41% hits;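 active means inhibition above a set limit, the median over all tested compounds plus 3 SD, cut at about 9.5% in these data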;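 further: enzyme runs in reverse so mevalonate oxidation gives rising NADPH absorbance; 0% = complete reaction with DMSO and 100% = background rate lacking mevalonate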
Hsp70 activator: switches on Hsp70 transcription. HeLa Hsp70 promoter luciferase reporter, luminescence; scaled: vehicle 0, proteasome-inhibitor control 100%. activation, % at 10 µM. 200,000 compounds, 0.04% hits. AID 1203;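 active means activation above the mean across all tested compounds plus 3 SD, cutoff set per campaign, cut at about 5.5% in these data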;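 further: 100% = MG132 at 30 µM as the positive control and 0% = DMSO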
STAT3 inh: reduces IL-6 driven STAT3 reporter signal | U3A cells, IL-6 STAT3-luciferase reporter, luminescence; host cell line lacks STAT1 | inhibition, % at 5.5 µM | 190,000 compounds, 0.89% hits | AID 862;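 active means inhibition above the mean inhibition across all screened compounds plus 3 SD, cut at about 44% in these data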;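 further: 0% = DMSO only wells and 100% = 100 µM nifuroxazide control wells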
DTT redox prof: compounds producing H2O2 with reducing agent – biochemical, NIH compound library profiling, artefact control for MLSCN library redox annotation, primary screen | DTT-dependent redox cycling H2O2, phenol red/HRP absorbance; 100% = 100 µM peroxide control, 0% = buffer | 200,000 compounds, 0.03% hits | activation, % at 10 µM | AID 878;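 active means activation of at least 50% relative to the plate's high and low controls in the primary single-dose screen; inactive means activation below 50%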;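 further: compound incubated with DTT at 0.8 mM final as the reducing agent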
* hit, by the source's call; x = no result given.

SMILES	STAT3 act	APP 5'UTR act	STAT1 activator	NF-kB expr up	STAT1 blocker	TLR4 MyD88 comp	Efa HMGR inh	Hsp70 activator	STAT3 inh	DTT redox prof
CC1(C)Cc2noc(N)c2C(C)(C)N1O	98	-5	103	1.1	-4	3	-2	0.2	5	0.6
Cc1ccc(OCCOC(=O)c2nc3nccc(C)n3n2)cc1	107	12	111	1.1	-13	2	-8	-0.3	-3	-0.8
Cc1oc(-c2ccccc2F)nc1CS(=O)(=O)CC(=O)N1CCN(Cc2ccccc2)CC1	104	-4	99	0.75	3	-1	2	-0.3	-5	-0.5
Cc1ccc(/C=C/C(=O)OCC(=O)Nc2ccccc2Sc2ccccc2)cc1	102	3	103	0.98	-4	-2	1	-0.3	-4	0.2
O=C1CCCc2c1cc(-c1ccccc1)n2-c1ccccc1	81	11	98	1.4	2	-2	-2	-0.3	28	2.2
O=C(CSc1nc2c(c(=O)n1-c1ccc(F)cc1)SCC2)N1CCCC1	99	-9	89	1.4	12	0	-8	-0.3	4	-5.2
Fc1ccc(NC(=S)Nc2ccc(Cl)cc2Cl)cc1	65	2	109	1.4	-11	9	-3	-0.3	44*	0.1
CCOC(=O)c1[nH]c(C)c(CCC(=O)OC)c1C	97	7	103	1.1	-3	-1	-5	-0.1	6	14
N#C/C(=C/c1cn(CC(=O)O)c2ccccc12)C(=O)NCc1ccccc1	103	-2	95	0.98	6	-18	-4	-0.4	-3	-0.3
Clc1ccc(CSc2nnc(/C=C/c3ccccc3)o2)cc1	91	-3	100	1.1	0	-5	-1	-0.4	16	-2.2
O=C(Nc1ccc2nn(-c3ccccc3)nc2c1)c1cccs1	93	74	136*	1.5	-40	5	-1	-0.2	12	3.6
c1ccc(C2Oc3ccccc3C3CC(c4cccs4)=NN32)cc1 (configuration not stated)	100	1	104	1.8	-4	6	-2	-0.4	-5	0.4
CCCc1c(C)c2ccccc2[nH]c1=O	91	19	96	1.3	4	-8	2	-0.3	14	2.3
O=C1CC(SCc2nc3ccccc3[nH]2)C(=O)N1c1ccc(Cl)cc1 (configuration not stated)	105	8	101	0.91	-1	1	1	-0.4	-2	-3.2
O=C(NCc1ccc2c(c1)OCO2)C12CC3CC(CC(C3)C1)C2	96	1	95	1.1	6	3	0	-0.1	2	0.3
CCOC(=O)Nc1ccccc1C(=O)Nc1cc(C)cc(C)c1	101	6	101	1	-4	6	0	0.3	3	-0.7
Cc1ccc(N2C(=O)CC(Nc3ccc(Cl)c(S(=O)(=O)N(C)C)c3)C2=O)c(C)c1 (configuration not stated)	105	6	94	1.3	5	15	-4	-0.5	-4	6.7
O=c1cc(O)nc(SCc2ccccc2)[nH]1	100	4	106	1.2	-6	0	-7	-0.3	3	0.7
CCCNC(=O)Cn1cnc2sc(C(=O)Nc3ccc4c(c3)OCO4)c(C)c2c1=O	110	2	112	1.1	-13	-4	-2	-0.3	-6	-7.6
CNc1nc(C)nc(N/N=C/c2ccccc2)n1	110	-4	115	1.2	-18	-4	4	0.4	-7	-0.1
O=[N+]([O-])c1cc(Cc2ccccc2)cc(C=Nc2ccc(N3CCOCC3)cc2)c1O	101	-7	112	2	-13	9	-4	-0.2	2	-0.6
CCOc1cccc(C(=O)Nc2nc(-c3ccc(S(=O)(=O)N4CCOCC4)cc3)cs2)c1	73	-4	69	0.53	35*	-13	-5	-0.2	34	-0.1
COc1ccc(-c2csc(NC(=O)COC(=O)c3ccc(Br)o3)n2)cc1	105	69	129*	1.9	-32	3	1	0.1	-6	-0.4
CC(=O)C1=C(O)C(=O)N(c2cc(C(C)(C)C)on2)C1c1ccc(C(C)C)cc1 (configuration not stated)	106	9	100	1.1	0	-8	-2	-0.5	-3	3.6
C#CCOCCOCCOCCNc1nc(N2CCN(C(=O)[C@H]([C@@H](C)CC)n3cc([C@@H](N)Cc4ccc(O)cc4)nn3)CC2)nc(N2CCN(C(=O)[C@H](Cc3cc4ccccc4[nH]3)n3cc([C@@H](N)C(C)CC)nn3)CC2)n1 (some centres not stated)	x	9	105	1.4	-4	-3	-2	0.1	x	-0.9
(next part)
SMILES	STAT3 act	APP 5'UTR act	STAT1 activator	NF-kB expr up	STAT1 blocker	TLR4 MyD88 comp	Efa HMGR inh	Hsp70 activator	STAT3 inh	DTT redox prof
CCOC(CNc1ncnc2c1cnn2C)OCC	106	7	98	1.3	2	7	-5	-0.1	-8	0.2
Cc1ccc(-n2nnnc2-c2cccc(C)c2)cc1	119	-4	99	1.4	1	-7	0	-0.2	-24	-2.3
O=C(Cn1cnc2c(nnn2Cc2ccc(Cl)cc2)c1=O)NCC1CCCO1 (configuration not stated)	100	4	102	1.2	-2	0	3	-0.3	3	1.2
Cc1cc(-c2cc(-c3ccc(Cl)cc3)nc(N)c2C#N)co1	100	-10	85	1.1	17	-35	3	0.2	2	1.2
CCCN(CCC)S(=O)(=O)c1ccc(NC(=O)Cc2cccs2)cc1	101	-2	101	0.82	-1	-7	-3	-0.4	4	0.2
CC(=O)Nc1ccc(N2CCCCC2)c(C(=O)Nc2cccc(C)c2)c1	94	-20	102	0.89	-2	-3	-6	-0.2	11	-3.3
OC1CCCN(Cc2ccc3c(c2)Cc2ccccc2-3)C1 (configuration not stated)	95	0	110	1.9	-11	7	-2	0.2	10	-0.7
COc1ccc(-c2n[nH]c(=S)o2)c(OC)c1	100	10	99	1	1	-6	2	-0.1	6	-1.5
C/C=C/C=N/NC(=O)CN(c1ccc(Br)cc1)S(=O)(=O)c1ccccc1	106	-3	104	1.1	-4	-2	0	-0.2	-3	-0.3
CCC1CO/C(=C(\C(=C(Cl)Cl)N2CCOCC2)[N+](=O)[O-])N1 (configuration not stated)	100	-8	107	1.4	-10	-2	-6	0.0	8	-1.1
CCOc1ccc(C(CC(=O)O)NC(=O)C23CC4CC(CC(C4)C2)C3)cc1 (configuration not stated)	103	8	105	1.3	-5	-9	0	-0.3	3	-0.6
Cc1cccc(-n2ncc3c(NC4CCCCC4)ncnc32)c1	87	180*	168*	7.2*	-71	3	-10	-0.2	17	-0.9
Cc1c(C(C)C)c(=O)n(-c2ccc(S(=O)(=O)NC(C)C)cc2)n1C	90	0	87	0.94	13	2	-6	-0.5	17	0.6
Cc1cccc(OCC(=O)Nc2nc3ccc([N+](=O)[O-])cc3s2)c1	91	-3	104	0.93	-4	-14	-4	-0.4	16	-3.6
COc1ccccc1-n1c(SCC(=O)NC2CCS(=O)(=O)C2)nc2cc([N+](=O)[O-])ccc21 (configuration not stated)	104	3	104	1.1	-4	0	-9	-0.4	-2	0.2
Cc1ccc2oc(=O)c3cnn(CC(=O)N(CCC(C)C)Cc4ccco4)c3c2c1	99	10	99	1.3	1	2	-4	-0.1	10	-2.9
COc1ccc(C2CC(c3ccc(C)cc3)Nc3ncnn32)cc1 (configuration not stated)	98	2	101	1.1	0	-1	-4	0.0	2	-1.4
CCN(Cc1nc2ccccc2c(=O)[nH]1)Cc1nc2ccsc2c(=O)[nH]1	88	-24	90	0.86	10	4	-6	-0.2	16	-1.5
CC(Sc1nnc(-c2ccc(Cl)cc2Cl)n1Cc1ccccc1)C(=O)Nc1nccs1 (configuration not stated)	109	-1	92	1.1	9	-4	1	0.3	-5	1.2
O=C(COC(=O)CCCNC(=O)c1ccc(Cl)cc1)Nc1ccc(Br)cc1	87	9	101	0.96	-2	-9	-3	-0.4	15	-0.4
Cc1nn(-c2ccccc2)c(N)c1N=Nc1ccc2ccccc2c1	107	76	140*	3.9*	-44	9	-5	0.0	1	0.1
Cc1ccc(CNC(=O)C23CN(Cc4ccccc4)CC2C(c2ccc([N+](=O)[O-])cc2)=NO3)cc1 (configuration not stated)	105	6	89	1.2	12	-3	-4	-0.3	0	-4.3
CN1C2C=C3C(C#N)=C(N)C(C#N)(C#N)[C@@H](c4cccs4)C3C1CC2 (some centres not stated)	100	-3	103	4.4*	-4	6	-4	-0.2	2	0.7
COc1ccc(C2=NOC(C(=O)NCCCN3CCOCC3)C2)cc1 (configuration not stated)	106	2	103	1.2	-4	4	-2	-0.1	-1	2.2
CCNc1nc(NCc2ccccc2)nc(Oc2ccc(=O)[nH]n2)n1	100	20	102	0.89	-2	-9	1	0.3	5	-2.9
(continued)
SMILES	STAT3 act	APP 5'UTR act	STAT1 activator	NF-kB expr up	STAT1 blocker	TLR4 MyD88 comp	Efa HMGR inh	Hsp70 activator	STAT3 inh	DTT redox prof
COC(=O)c1ccccc1NC1c2ccccc2C(=O)N1c1cccnc1 (configuration not stated)	99	0	101	1	0	6	-1	0.1	2	-1.3
Cc1cc(C)cc(NC(=O)CSc2nncn2-c2ccccn2)c1	84	-5	99	1.4	1	10	3	-0.2	21	-0.3
CC(=O)NC1Sc2ccccc2N=C1c1ccccc1 (configuration not stated)	99	134	124	2.7	-26	-10	-5	2.5	3	-0.6
O=C(CSc1nnc(CCCN2C(=O)c3cccc4cccc(c34)C2=O)n1-c1ccccc1)NCCCO	94	-8	100	1.1	-1	-14	-2	-0.3	7	-0.2
O=C(O)c1ccccc1C(=O)Nc1ccccn1	104	6	104	1.1	-5	0	-9	-0.4	-1	2.6
Cc1nnc2c(NC3CCCC3)nc3ccccc3n12	82	15	84	0.99	17	-11	-5	0.1	28	-1.2
CCOC(=O)c1c(C)n(C)c2cc(OCCN(CC)CC)ccc12	100	-3	104	1.2	-5	-2	-2	0.1	5	-1.4
COc1ccccc1-n1c(C)nc2cc(C(=O)NCCN3CCOCC3)ccc21	105	11	97	0.9	3	-2	-1	-0.3	-4	-0.8
O=C(Cn1ccc2ccccc2c1=O)N1CCN(c2cccc(Cl)c2)CC1	91	-7	99	0.86	1	3	5	-0.1	12	1.3
CCC(=O)Nc1ccc2c(c1)ncn2C	108	-8	107	1	-7	-3	-2	-0.3	-6	-0.5
CCOC(=O)C1CCN(C(C)=C2C(=O)c3ccccc3C2=O)CC1	101	11	99	0.97	4	1	-3	-0.2	0	0.6
CCCOc1ccc([N+](=O)[O-])cc1C1NC(=S)NC(c2ccccc2)=C1C(=O)OCC (configuration not stated)	108	-7	96	0.6	4	-2	0	-0.2	-9	17
Cc1cc(=O)oc2cc(NC(=O)C3CCCC3)ccc12	88	18	127	1.3	-32	4	0	0.3	19	0.2
CC(C)c1ccc(NC(=O)C(c2ccc3c(c2)OCO3)N2CCN(C(=O)c3ccco3)CC2)cc1 (configuration not stated)	104	14	106	1.9	-5	18	-3	-0.1	2	-2.1
Cc1ccc(N=Cc2c(O)[nH]c3ccccc23)c([N+](=O)[O-])c1	84	160*	131*	1	-37	-14	1	-0.1	23	-3.0
COc1cccc(CN2CCN(Cc3cccc4nonc34)CC2CCO)c1 (configuration not stated)	107	11	101	1.2	-3	2	-2	-0.3	-3	-0.6
NNC(=S)NCc1ccc2c(c1)OCO2	94	16	94	1	7	3	-6	-0.5	12	0.7
